Screening data from PubChem.
Runt-CBFb FRET = inhibitors of human RUNX1 Runt domain binding to CBFb | Q01196+Q13951 | Cerulean-Runt/Venus-CBFb FRET ratio 530/480, 1 h | inhibition, % at 20 µM | 0.46% of 220,000 active | AID 1496;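 active means inhibition over about 50% at 20 µM in the single-dose screen, limit read from the data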;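 further: 0% = DMSO wells and 100% = excess unlabeled CBFb competitor control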
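test system = Cerulean-Runt domain fusion protein, energy donor | probe or stimulus = Venus-CBFb binding partner, 100 nM | incubation = two 1 h room-temperature incubations shielded from light | detection = fluorescence energy transfer, 422 nm excitation, 530/480 nm emission | measure = loss of energy transfer signal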
NPY-Y1 antag = blocks the human neuropeptide Y Y1 receptor | 1% of 200,000 active | inhibition, % at 3.6 µM | HEK293-CNG Y1 cells, membrane potential fluorescence; NPY at EC95, then isoproterenol | AID 1040 | P25929;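 active means inhibition above the campaign mean inhibition of all tested compounds plus 3 SD, cut at about 20% in these data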;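 further: 0% = DMSO wells given NPY plus isoproterenol and 100% = isoproterenol alone without NPY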
Target sequence (P25929 whole entry, looked up): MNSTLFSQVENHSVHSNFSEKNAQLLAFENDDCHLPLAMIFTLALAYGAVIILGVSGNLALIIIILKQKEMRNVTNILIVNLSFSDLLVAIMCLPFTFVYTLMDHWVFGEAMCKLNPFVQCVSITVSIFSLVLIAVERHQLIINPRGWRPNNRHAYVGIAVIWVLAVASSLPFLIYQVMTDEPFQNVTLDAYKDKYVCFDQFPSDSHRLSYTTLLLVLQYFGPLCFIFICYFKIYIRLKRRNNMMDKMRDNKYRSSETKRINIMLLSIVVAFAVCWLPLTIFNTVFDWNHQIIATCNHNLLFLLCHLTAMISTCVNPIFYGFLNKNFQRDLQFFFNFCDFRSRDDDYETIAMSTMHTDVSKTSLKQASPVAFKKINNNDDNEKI
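Assay system: HEK293 cells with Y1 receptor plus CNG channel | Probe or stimulus: NPY (25 nM), isoproterenol (1 µM), Ro 20-1724 (25 µM) | Timing: Compound incubation 1 h at room temperature, readout 45 min post-stimulation | Measured by: Membrane-potential fluorescent dye readout | Benchmarks: High control isoproterenol alone, low control NPY with isoproterenol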
p97 inhibitor = blocks human p97 ATPase activity | P55072 | recombinant p97 ATPase, Kinase-Glo ATP luminescence, 3 h | inhibition, % at 8 µM | 0.42% of 220,000 active; in the data active means inhibition above about 15%;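 further: 0% = DMSO vehicle and 100% = wells lacking enzyme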
NPY1 pot ag = potentiators or agonists of human neuropeptide Y receptor Y1. NPY-Y1 expressing cells, potentiator/agonist activation. 0.37% of 220,000 active. P25929. activation, % at 3.6 µM; in the data active means activation above about 33%, passing the limit was not always enough;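 further: cells stimulated with NPY at EC10 then isoproterenol at EC100; 0% = low agonist plus stimulus and 100% = saturating agonist plus stimulus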
RBBP9 inhibitor = human RBBP9 hydrolase inhibition; O75884; recombinant RBBP9, FP-Rh probe fluorescence polarization; inhibition, % at 7.94 µM; 0.2% of 220,000 active; AID 1515;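 active means inhibition above the campaign mean of all tested compounds plus 3 SD, cut at about 14% in these data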;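 further: plate controls were DMSO wells with RBBP9 for no effect and wells lacking RBBP9 protein for full effect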
Target sequence (O75884 whole entry, looked up): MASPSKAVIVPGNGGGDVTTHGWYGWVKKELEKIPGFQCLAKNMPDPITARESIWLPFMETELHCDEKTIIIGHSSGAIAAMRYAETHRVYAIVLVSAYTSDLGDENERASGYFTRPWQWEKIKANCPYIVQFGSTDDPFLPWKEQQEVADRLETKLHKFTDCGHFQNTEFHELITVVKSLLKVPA
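System: RBBP9 protein / Quantity: 2.5 µM RBBP9 dispensing solution, before mixing / Also added: Serine-hydrolase probe FP-Rh, 375 nM pre-mixing / Dosing: 7.94 µM single dose, 0.794% DMSO / Timing: enzyme-compound preincubation 30 min, then probe labeling 45 min, 25 °C / Signal: FP readout at 525/598 nm / Controls: DMSO-treated enzyme wells and wells lacking RBBP9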
Mdm2 ligase inh = inhibitors of human Mdm2 E3 ubiquitin ligase. Q00987. cell-based MDM2 ubiquitination luciferase reporter, 2 h; 0 = plate control, 100 = twice control, blank-subtracted. signal enhancement, % at 5 µM. 0.11% of 210,000 active. AID 1230;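 active means signal enhancement of 30% or more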;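 further: luminescence tracks abundance of the self-degrading MDM2-luciferase fusion protein; higher signal means inhibition of MDM2 E3 ligase activity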
Target sequence (Q00987 whole entry, looked up, the tested form may be a part): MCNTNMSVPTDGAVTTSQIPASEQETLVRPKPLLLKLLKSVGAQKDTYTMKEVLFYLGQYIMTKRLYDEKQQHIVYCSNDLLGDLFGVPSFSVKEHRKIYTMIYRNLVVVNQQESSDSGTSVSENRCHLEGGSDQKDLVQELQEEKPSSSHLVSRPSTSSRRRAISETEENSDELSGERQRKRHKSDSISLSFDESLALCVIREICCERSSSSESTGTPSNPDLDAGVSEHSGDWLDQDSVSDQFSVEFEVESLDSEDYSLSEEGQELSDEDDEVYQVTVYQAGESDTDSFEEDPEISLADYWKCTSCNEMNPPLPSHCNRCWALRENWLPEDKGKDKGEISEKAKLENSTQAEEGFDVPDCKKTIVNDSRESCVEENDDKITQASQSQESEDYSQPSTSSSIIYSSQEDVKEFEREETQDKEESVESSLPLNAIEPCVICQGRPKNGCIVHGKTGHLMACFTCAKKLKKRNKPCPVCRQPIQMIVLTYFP
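Assay system: mammalian cells stably expressing self-ubiquitinating, self-degrading MDM2 E3–luciferase fusion. Quantity: 2000 cells in each well. Medium: DMEM culture medium. Compound dosing: single-point 5 µM. Timing: cell settling 4 h, compound treatment 2 h, both 37 °C. Technique: luciferase luminescence. Read-out basis: percent signal gain over controls, blank-subtracted. Benchmarks: plate controls and plate blanks.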
Hck Nef HTS = inhibitors of human Hck kinase activated by Nef; Recombinant Hck-YEEI plus Nef, Z-Lyte FRET kinase assay; inhibition, % at 20 µM; AID 463187; 0.68% of 220,000 active;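 active means Hck-Nef kinase inhibition above about 50%, limit read from the data; inactive means inhibition below that limit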;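 further: 0% = DMSO with Hck plus Nef and 100% = Hck alone without Nef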
Runt-SMMHC FRET = blocks binding of human RUNX1 Runt domain to CBFb-SMMHC. Q01196+Q13951. 0.74% of 220,000 active. Cerulean-Runt/Venus-CBFb-SMMHC FRET ratio 530/480, 1 h. inhibition, % at 20 µM;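 active means mean inhibition across duplicate retests at 20 µM reaching about 50%, limit read from the data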;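 further: 0% = DMSO wells and 100% = wells with excess untagged CBFb-SMMHC; inhibitors lower the FRET ratio by blocking Runt binding to CBFb-SMMHC; some results filed as inactive read as strong as hits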
NPY-Y2 PAM-ag = human NPY-Y2 potentiation or agonism, primary screen; P49146; cells expressing NPY-Y2, potentiator/agonist read-out; activation, % at 3.6 µM; 0.45% of 220,000 active; in the data active means activation above about 27%;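 further: cells stimulated with NPY near EC25 plus isoproterenol at EC100; 0% = vehicle plus submaximal agonist and 100% = vehicle plus saturating agonist; some results beyond the cut were filed as inactive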
Numbers without * were called inactive; . = no result given.

Results follow in this order: Runt-CBFb FRET	NPY-Y1 antag	p97 inhibitor	NPY1 pot ag	RBBP9 inhibitor	Mdm2 ligase inh	Hck Nef HTS	Runt-SMMHC FRET	NPY-Y2 PAM-ag
O=C1CSC(c2cccnc2)N1Cc1ccc(Cl)c(Cl)c1 (stereo unspecified)
→ 5.1	.	-0.3	-10.5	-10.1	-4.2	10.1	0.5	-9.6
Cc1cccc(C(=O)NC(C(=O)Nc2ccccc2N2CCOCC2)C(C)C)c1 (stereo unspecified)
→ -1.6	11.9	2.2	-13.4	0.8	-1.5	21.2	2.3	5.2
Cc1cc(C(=O)CSc2nnc(-c3ccc(Cl)cc3)n2C)c(C)n1CC1CCCO1 (stereo unspecified)
→ .	11.2	-2.5	2.5	-4.5	-7.5	1.3	2.8	5.1
COc1ccc(Br)cc1C1NC(=O)NC(C)=C1C(=O)N(C)C (stereo unspecified)
→ -0.2	2.2	6.6	-1.2	3.1	-30.5	14.7	-0.9	2.2
Cc1cc(C)cc(NC(=O)COc2ccc3c(C)c(Cc4ccccc4)c(=O)oc3c2)c1
→ 0.8	0.5	4.0	-20.1	1.1	-8.4	1.4	8.6	-2.0
COc1ccccc1/C=C/C=N/NC(=O)c1cnccn1
→ -0.5	-4.7	-5.1	7.8	-8.1	-5.9	14.6	-0.2	-6.6
COc1ccc(/C=N/N2CCOCC2)cc1Cn1nc(C)c([N+](=O)[O-])c1C
→ -1.8	.	-4.7	8.0	-4.0	-3.9	11.1	1.5	-1.1
O=C(NC1CCCc2ccccc21)c1cn2ccccc2n1 (stereo unspecified)
→ 1.0	2.8	0.6	6.5	-7.2	-5.8	14.7	0.8	-6.8
COc1ccc(CNc2nc3nc(C)c(Cl)c(C)n3n2)cc1
→ 1.0	.	0.6	-8.2	-0.9	-12.6	15.6	-0.9	-10.1
O=C1N=C(c2ccccc2)S/C1=C\c1cccs1
→ 8.6	3.7	1.5	-9.7	2.3	-10.6	0.4	3.2	6.7
Cc1cc2ccccc2n1CCNC(=O)C(C)Oc1ccccc1 (stereo unspecified)
→ -5.8	1.7	1.1	4.8	-5.0	-7.9	1.6	-51.1	-0.5
CC(C)C(=O)NCCc1nc2ccccc2n1CCOc1ccccc1
→ -1.7	-0.3	6.2	16.3	1.4	-15.9	0.3	-1.9	0.5
O=C(NCC1CCCO1)Nc1ccc2c(c1)OCO2 (stereo unspecified)
→ 0.1	-4.5	5.5	-2.6	3.7	-20.2	-9.9	2.9	1.1
CCn1c(/C=N/NC(=O)c2ccc(OC)cc2)nc2ccccc21
→ -2.5	-0.1	-0.8	-8.4	3.6	-0.5	-2.7	3.1	4.4
CC1(C)C(=O)C2(CCCCC2)C(=O)OC1c1ccc(O)cc1 (stereo unspecified)
→ -0.2	0.3	-3.0	13.4	-1.9	-3.9	-0.6	-0.1	8.9
CN(C(=O)CCN1C(=O)C2C3C=CC(C3)C2C1=O)c1ccccc1 (stereo unspecified)
→ -0.1	0.1	6.5	-1.9	-0.3	.	10.5	4.5	-13.3
CC(C)c1ccc2c(c1)C(=O)NC(C)(C)C2
→ 1.7	-1.6	-5.6	2.1	-8.9	-4.1	-0.2	1.1	3.2
CN(Cc1ccno1)C(=O)CC1C(=O)NCCN1CC(c1ccccc1)c1ccccc1 (stereo unspecified)
→ 0.3	1.3	2.6	-0.9	5.0	-11.2	2.6	-1.4	-9.9
CCCCC(=O)Nc1ccccc1C#N
→ -1.3	7.9	-0.5	1.0	-11.0	-16.2	4.4	-2.5	-14.4
CC(=O)Nc1ccc(CN2CCN(Cc3ccc(C)cc3)C(CCO)C2)cc1 (stereo unspecified)
→ -0.3	-0.4	-2.2	5.1	0.2	-12.0	0.6	-8.2	-2.1
COCC(C)NC(=O)C1CC(=O)N(c2ccc(C)cc2)C1 (stereo unspecified)
→ -0.8	0.8	4.5	10.4	-1.7	-8.7	0.0	-5.7	5.1
C[n+]1ccc(/C=C/c2cccs2)cc1
→ 0.4	.	0.4	14.5	-9.7	-7.5	-0.5	7.9	10.9
CC(=O)Nc1ccc(S(=O)(=O)N2CCN(C(=O)N3CCCCCC3)CC2)cc1
→ 1.8	-0.5	3.4	27.9	-7.8	-9.6	8.6	-0.4	1.9
CCOc1cc(NC(=S)NCC2CCCO2)c(OCC)cc1NC(=O)c1cccc(C)c1 (stereo unspecified)
→ -7.4	-2.8	0.7	5.0	-10.4	-40.1	0.3	-1.0	0.9
CCc1ccc(-c2nn(-c3ccccc3)cc2C2SCC(=O)N2Cc2ccco2)cc1 (stereo unspecified)
→ -3.8	6.9	-2.4	3.4	-9.6	-8.1	3.2	4.9	-1.6
COc1cc2c(cc1OC)C(SC)=NC(C)(C)C2
→ -2.5	-1.6	-5.9	-22.3	-2.3	-7.2	6.2	2.4	-2.8
Cc1ccc(S(=O)(=O)N(C)CC(=O)Nc2ccccc2)cc1
→ -2.4	6.5	-5.5	-5.1	-4.3	-34.3	-1.8	-0.8	-8.9
Cc1c(OC(=O)c2ccc([N+](=O)[O-])cc2)c2c(c[n+]1C)COC(C)(C)OC2
→ -14.2	-2.1	5.6	6.8	-1.9	-14.6	0.7	4.2	12.1
CCOC(=O)N1CCN(C(=O)c2cn(CCOC)c(=O)c3c2c2ccccc2n3C)CC1
→ -0.9	-3.2	-3.3	6.3	3.4	-4.1	-0.3	-39.4	-6.6
O=C(CSc1nnc(-c2ccncc2)n1Cc1ccccc1)NC1CCCc2ccccc21 (stereo unspecified)
→ -0.1	8.6	-4.1	-21.2	-5.2	-12.7	1.4	3.5	-4.7

Among those listed so far, 2 have a thiophene ring, fused or not.
Results follow in this order: Runt-CBFb FRET	NPY-Y1 antag	p97 inhibitor	NPY1 pot ag	RBBP9 inhibitor	Mdm2 ligase inh	Hck Nef HTS	Runt-SMMHC FRET	NPY-Y2 PAM-ag
O=C1N=C(c2ccccc2)S/C1=C\c1cccs1
→ 8.6	3.7	1.5	-9.7	2.3	-10.6	0.4	3.2	6.7
C[n+]1ccc(/C=C/c2cccs2)cc1
→ 0.4	.	0.4	14.5	-9.7	-7.5	-0.5	7.9	10.9

Next compounds follow:
Results follow in this order: Runt-CBFb FRET	NPY-Y1 antag	p97 inhibitor	NPY1 pot ag	RBBP9 inhibitor	Mdm2 ligase inh	Hck Nef HTS	Runt-SMMHC FRET	NPY-Y2 PAM-ag
CCOC(=O)CNC(=O)CSc1nc2nc(C)c(Br)cc2[nH]1
→ 0.8	1.1	5.1	-18.7	-9.5	-1.5	2.0	1.3	1.3
O=C(NCc1cccc(Cl)c1)c1ccc(-c2csnn2)cc1
→ 0.6	.	8.9	14.8	-0.9	-11.3	14.0	-5.3	20.9
Cc1ccc(CNC(=O)CCCn2c(=O)[nH]c3ccccc3c2=O)cc1
→ -2.5	-3.4	-0.7	-0.8	-5.1	-0.2	-0.2	0.7	1.7
CCCCNC(=O)CCn1c(=O)c2ccccc2n(Cc2ccc(F)cc2)c1=O
→ 3.5	0.0	2.6	-0.8	7.2	5.6	4.2	4.1	-7.9
NC(=O)c1cc[n+](CC2=C(C(=O)O)N3C(=O)[C@@H](NC(=O)C(c4ccccc4)S(=O)(=O)[O-])[C@H]3SC2)cc1 (stereo partly specified)
→ -2.2	-0.2	7.2	-6.6	-1.9	.	0.4	3.8	0.3
COc1ccc2nc(N3C(=O)CC(Cc4ccc(C)cc4)C3=O)sc2c1 (stereo unspecified)
→ -1.6	7.4	0.0	-13.3	-9.0	-13.1	1.6	-1.5	-12.4
COc1cccc(CN2CCN(C3CCOCC3)CC2CCO)c1 (stereo unspecified)
→ -0.2	.	0.5	7.1	-8.7	-11.1	16.4	1.2	-3.1
Cc1nn2cc(-c3cccc(Cl)c3)cnc2c1Cl
→ -3.2	3.4	-1.3	-7.4	-7.7	-12.1	4.3	0.2	-10.3
Cc1cc(C)cc(NC(=O)Cn2cc3c(n2)CCCCC3)c1
→ 2.5	1.6	-2.5	-8.7	2.5	-12.0	-1.3	-1.1	3.1
O=C(N/N=C/c1ccccn1)c1cc(-c2ccncc2)nc2ccccc12
→ -1.8	1.2	1.0	-17.7	-8.0	22.7	4.7	-0.1	-0.8
O=C(/C=C/c1ccc(Cl)c(Cl)c1)N1CCc2ccccc21
→ -2.0	1.2	5.2	9.0	-2.7	-10.6	1.0	-13.4	-2.6
Cc1cc(Br)ccc1SCC(=O)OCC(=O)NC1CC1
→ 1.1	12.8	4.3	-32.5	7.1	-8.6	-9.9	-3.2	-23.4
CCOC(=O)c1cc(NC(=O)c2cccs2)ccc1N1CCOCC1
→ 1.0	-0.4	4.6	-5.2	-2.2	13.2	22.4	-1.8	-4.4
Cc1ccc(-n2c(SCC(=O)Nc3ccc4c5c(cccc35)CC4)nc(O)cc2=O)cc1
→ -8.4	0.8	-1.5	19.2	-11.1	-5.3	6.3	-16.7	-3.1
CCOC(=O)c1c(NC(=O)CSc2ccccc2C(=O)O)sc(C)c1C
→ 5.3	-4.2	4.7	7.3	-1.9	-4.9	18.6	7.7	4.6
COc1ccc(-c2nnc(SCC(=O)c3ccc(C)o3)o2)cc1
→ -0.8	16.2	0.1	-12.2	-6.9	.	-1.0	2.0	-9.1
COc1cc(C2c3c(oc4ccccc4c3=O)C(=O)N2Cc2ccco2)ccc1O (stereo unspecified)
→ -0.4	-2.3	-2.2	-0.7	-9.2	2.8	-1.3	2.3	7.6
Cc1noc(C)c1S(=O)(=O)N1CCC(C(=O)N2CCC(N3CCCCC3)CC2)CC1
→ 1.9	.	.	.	.	-7.0	0.7	-4.2	.
CCOCc1cnc(C)nc1NCC(=O)c1c(C)[nH]c2ccccc12
→ -2.1	1.0	3.7	0.2	-2.2	-14.3	-1.0	9.8	-7.9
Cc1ccc(-c2nc(CSc3nc4ccccc4c(=O)n3C)cs2)cc1
→ -0.6	8.3	1.0	-6.0	-7.4	-3.3	1.6	-8.1	-0.6
O=C(CSc1nc2ccccc2c(=O)n1-c1ccccc1F)Nc1ccc2c(c1)CCC2
→ 1.3	4.9	4.8	-8.6	-5.6	2.2	3.3	-2.6	-2.3
COC(=O)Nc1ccc([N+](=O)[O-])cc1OC
→ 0.7	3.2	4.2	-9.5	-2.6	-15.8	1.0	2.2	-4.3
